Screens deposited in PubChem by National Center for Advancing Translational Sciences (NCATS).
Chronic BCR inh: chronic active BCR signaling inhibition | 340,000 compounds, 0.05% hits | ABC-DLBCL IkBa-CBG/CBR reporter, luminescence ratio, 4 h | AID 493014 | Potency, µM (series often up to 46.1 µM), without a hit: at the highest dose ratio change, negative = lower green/red ratio, actives largely listed as inhibitors; active means well fitted inhibition curve with a large enough effect in the signal ratio, with a control signal flat, not every such curve was filed as active; inconclusive means small, poorly fitted or top-dose-only effect, or effect the other way, or a change in a side signal; the % refers to the signal ratio;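 further: potency means the concentration at half of the fitted maximal effect; plate controls were basal doxycycline-induced cells for no effect and cells given 10 µM MG132 for full effect; MG132 reads +100%, hits lower the ratio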
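Doxycycline induced both beetle luciferases in TMD8 lymphoma cells; IKK-driven degradation limits the IkappaBalpha-fused green signal, while red luminescence normalises for cell number and nonspecific effects. Compounds tested up to 46 uM, 4 hrs.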
MBNL1-CUG inh: inhibitors of human MBNL1 binding to CUG repeat RNA; TR-FRET MBNL1-His/biotin-(CUG)12 binding, 665/545 ratio; Potency, µM (titrated, usually from 57.5 µM), for inactives: at the highest dose activity change, negative = inhibition, hits mostly inhibitors; 280,000 compounds, 0.036% hits; Q9NR56; active means well fitted inhibition curve with a large enough effect in the signal ratio, with a control signal flat, not every such curve was filed as active; inconclusive means small, poorly fitted or top-dose-only effect, or effect the other way, or a change in a side signal; inactive means no such curve, though single readings can be large or run the other way; the % refers to the signal ratio; further: potency means the concentration at half of the fitted maximal effect; on the % scale 0 is the no-effect control and ±100 the full control effect
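Compounds (final 92 nM to 58 uM) are added to His-tagged MBNL1 and biotin-(CUG)12, then terbium anti-His antibody and streptavidin-XL665 (5 nM final). After 60 min at room temperature, the 665/545 nm ratio is read.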
Menin-MLL TR inh: menin-MLL binding inhibition, Texas Red mutant peptide | 270,000 compounds, 0.23% hits | Potency, µM (highest dose often 61.6 µM), without a hit: at the top dose FP activity change, negative = inhibition, usual class: inhibitors | O00255 | Menin + Texas Red MLL mutant peptide, fluorescence polarization; active means well fitted inhibition curve with a large enough effect in the polarisation, with a control signal flat, not every such curve was filed as active; inconclusive means small, poorly fitted or top-dose-only effect, or effect the other way, or a change in a side signal; inactive means no such curve, though single readings can be large or run the other way; the % refers to the polarisation; further: potency means the concentration at half of the fitted maximal effect; % of control where 0% means no effect; many of its hits are not listed in these tables
S-ASM inh: inhibitors of human secretory acid sphingomyelinase | P17405 | placental ASM, HMU-PC fluorogenic substrate, 60 min | Potency, µM (top dose mostly 57.5 µM), inactives show top-dose activity change, negative = inhibition, most hits filed as inhibitors | 340,000 compounds, 0.006% hits | AID 504937; further: potency means the concentration at half of the fitted maximal effect
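Fluorogenic HMU-PC substrate (9 uM final) is turned over by placental ASM in 60 min at 37 C after a 10 min compound preincubation. Reaction ended by alkaline stop (pH 10), with fluorescence read at 386/447 nm.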
Eya2 inh: Eya2 (human) phosphatase inhibition; O00167; recombinant Eya2, OMFP fluorescence dephosphorylation (OMFP is methylfluorescein phosphate); Potency, µM (highest dose often 76.9 µM), for inactives: at the highest dose activity, negative = inhibition, usual class: inhibitors; 330,000 compounds, 0.006% hits; further: potency means the concentration at half of the fitted maximal effect; on the % scale 0 is the no-effect control and ±100 the full control effect
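Eya2 protein (added as 0.2 uM solution) was preincubated with compound for 10 min at ambient temperature in 50 mM HEPES pH 7.5, 50 mM NaCl, 5 uM MgCl2, 0.05% BSA, 1 mM DTT. OMFP (added at 50 uM) then reacted 10 min; fluorescence read at 485/525 nm.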
TSHR antagonist: antagonists of human thyroid stimulating hormone receptor | P16473 | TSHR-expressing cells, TSH-stimulated cAMP HTRF, 2 h; stronger effect = lower value | activity change, negative = inhibition, % at 11.5 µM | 330,000 compounds, 0.2% hits;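 active means activity change below a set negative limit, meaning inhibition stronger than a set level, cut at about -70% in these data; inconclusive means activity change between two set negative limits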; further: on the % scale 0 is the no-effect control and ±100 the full control effect
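Antagonism was scored as loss of TSH-driven cAMP in TSHR cells, stimulated with 4nM TSH (EC80) for 2 hours at 37 deg C and detected by homogeneous HTRF competition immunoassay.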
GALK inhibitor: galactokinase (human) inhibition; Purified GALK, Kinase-Glo residual ATP luminescence; Potency, µM (series often up to 57.5 µM), for the others: at the top dose activity change, negative = inhibition, hits mostly inhibitors; 270,000 compounds, 0.007% hits; further: potency means the concentration at half of the fitted maximal effect; on the % scale 0 is the no-effect control and ±100 the full control effect
Target sequence (P51570 whole entry, looked up): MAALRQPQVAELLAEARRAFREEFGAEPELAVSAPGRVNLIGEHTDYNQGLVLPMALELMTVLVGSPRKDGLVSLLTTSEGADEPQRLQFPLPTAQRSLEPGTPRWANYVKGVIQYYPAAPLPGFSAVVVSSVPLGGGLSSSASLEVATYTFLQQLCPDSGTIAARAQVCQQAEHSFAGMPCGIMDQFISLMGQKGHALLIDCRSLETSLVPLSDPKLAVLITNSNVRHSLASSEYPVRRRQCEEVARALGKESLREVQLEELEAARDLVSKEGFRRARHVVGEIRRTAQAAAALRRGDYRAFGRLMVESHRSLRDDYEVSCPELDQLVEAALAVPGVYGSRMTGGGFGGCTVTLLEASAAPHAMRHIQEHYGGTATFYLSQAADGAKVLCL
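5 nM enzyme, 35 uM ATP, 100 uM galactose, 20 mM HEPES pH8.0, 5 mM MgCl2; 1 h RT; residual ATP by Kinase-Glo Plus luminescence, qHTS format.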
Mito fusion act: inhibitors of mitochondrial division or activators of mitochondrial fusion; 320,000 compounds, 0.23% hits; Potency, µM (doses to about 46.1 µM), for inactives: top-dose growth rescue (activation), most hits filed as activators; S. cerevisiae fusion-defective mutant growth rescue, CellTiterGlo 48 h;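 further: potency means the concentration at half of the fitted maximal effect; % of control where 0% means no effect; nearly all actives have a fitted effect of over 45% in size; temperature-sensitive fusion mutants such as fzo1-1 at 37 °C on non-fermentable ethanol glycerol medium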
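Compounds are tested for their ability to restore growth of mitochondrial fusion-defective yeast strains at non-permissive 37C in YPEG medium over 48 hours. Viability is quantified by luciferase luminescence.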
hERG WT inh: inhibitors of human wildtype KCNH2 potassium channel; AID 720551; U2OS, BacMam KCNH2, thallium flux FluxOr; stronger effect = lower value; activity change, % at 1.84 µM; 340,000 compounds, 0.37% hits; Q12809;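 active means maximum activity change below -70%; inconclusive means maximum activity change between -70% and -50%; inactive means maximum activity change above -50%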; further: on the % scale 0 is the no-effect control and ±100 the full control effect
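U2OS cells transduced with wild-type KCNH2 virus are loaded with FluxOr dye for 45 min, and thallium flux is measured in kinetic reads before and after stimulation buffer. Rate constants are normalized to DMSO controls.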
USP2a block: inhibitors of human ubiquitin-specific protease USP2a | Potency, µM (highest dose often 38.3 µM), for inactives: at the highest dose activity change, negative = inhibition, hits mostly inhibitors | AID 463254 | O75604 | 330,000 compounds, 0.01% hits | USP2 core, Ub-CHOP2 coupled fluorogenic reporter, 485/531;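 further: potency means the concentration at half of the fitted maximal effect; plate controls were DMSO wells for no effect and full inhibition by NEM control for full effect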
Target sequence (O75604 whole entry, looked up): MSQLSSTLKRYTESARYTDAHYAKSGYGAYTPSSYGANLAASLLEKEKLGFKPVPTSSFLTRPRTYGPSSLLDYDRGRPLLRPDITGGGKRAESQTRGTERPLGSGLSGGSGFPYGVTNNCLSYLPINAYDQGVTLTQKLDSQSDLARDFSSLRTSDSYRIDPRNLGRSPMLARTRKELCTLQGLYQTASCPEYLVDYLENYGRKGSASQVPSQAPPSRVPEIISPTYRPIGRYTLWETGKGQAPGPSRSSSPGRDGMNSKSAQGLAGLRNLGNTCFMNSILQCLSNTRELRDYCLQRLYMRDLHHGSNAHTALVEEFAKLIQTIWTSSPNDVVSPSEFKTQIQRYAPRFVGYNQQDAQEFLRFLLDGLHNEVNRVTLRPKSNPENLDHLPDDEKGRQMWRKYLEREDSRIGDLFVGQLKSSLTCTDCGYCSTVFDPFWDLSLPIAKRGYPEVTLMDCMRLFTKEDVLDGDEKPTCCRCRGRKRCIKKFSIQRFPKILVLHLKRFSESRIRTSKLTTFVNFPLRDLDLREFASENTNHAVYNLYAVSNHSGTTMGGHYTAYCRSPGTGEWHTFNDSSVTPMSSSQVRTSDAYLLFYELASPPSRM
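Cell-free coupled assay: 10nM USP2 core preincubated 30min RT with compound in Tris-HCl pH 8.0/CaCl2/CHAPS buffer, then 25nM Ub-CHOP2 and 25nM reporter substrate; fluorescence (Ex 485/Em 531) read after 60min RT, normalized to NEM inhibition, concentration-response curves fitted.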
PKM2 activator: activators of human pyruvate kinase M2. AID 1631. 260,000 compounds, 0.34% hits. P14618. Potency, µM (doses to about 57.5 µM), inactives show top-dose activation, actives largely listed as activators. purified PKM2, Kinase-Glo ATP luminescence, activation; response scale: 0% is enzyme alone, no compound; further: potency means the concentration at half of the fitted maximal effect; on the % scale 0 is the no-effect control and ±100 the full control effect; nearly all actives have a fitted effect of over 55% in size
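ATP formation by purified human PK-M2, quantified via coupled luciferase luminescence after 1 h at room temperature with 0.1 mM ADP and 0.5 mM PEP final.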
* = called active by the depositor; ? = inconclusive; . = no result given; [ ] = another dose, or the depositor's remark. Unless noted, the call rests on the fitted dose curve; in most records, active means well fitted curve in the direction sought with a large enough effect; inconclusive means small, poorly fitted or top-dose-only effect, or another doubt; inactive means no such curve, though single readings can be large; an effect the other way counts as inactive or inconclusive. These rows are one share of the data (hit frequency here may not be typical).

SMILES	Chronic BCR inh	MBNL1-CUG inh	Menin-MLL TR inh	S-ASM inh	Eya2 inh	TSHR antagonist	GALK inhibitor	Mito fusion act	hERG WT inh	USP2a block	PKM2 activator
CC(C)(C)C(=O)Nc1ccccc1C(=O)Nc1ccccn1	8%	-9%	1%	-1%	-5%	1	0%	5%	4	1%	-6%
COc1ccc(/C=C2\SC(=O)N(CC(=O)Nc3ccc(O)cc3)C2=O)cc1OC	-4%	?	7%	72%[activator]	-34%	5	.	-7%	-4	-2%	.
O=C(NCCNS(=O)(=O)c1cccc(C(F)(F)F)c1)c1cc(OCC(F)(F)F)ccc1OCC(F)(F)F	-3%	-9%	-12%	-3%	-1%	-10	-1%	3%	-20	4%	-6%
CCn1c(CNc2ccc(Cl)cc2)nnc1SCCN1CCCCC1	24%	4%	10%	2%	0%	0	-1%	-1%	15	0%	0%
CC(C)OCCCNC(=O)c1cn(C)c2ccc(S(=O)(=O)N(C)C3CCCCC3)cc2c1=O	-1%	-5%	.	-2%	0%	1	2%	-3%	-2	2%	.
CCOC(=O)c1oc2cc(O)c(CC)cc2c(=O)c1-c1cscn1	-10%	9%	1%	-1%	2%	-7	1%	-4%	4	3%	-6%
CCCCOCC1CN(c2ccccc2)C(=O)CS1 (stereo not drawn)	1%	2%	-14%	0%	7%	18	-2%	-3%	1	-1%	0%
Clc1cccc(N/N=C(\Cc2nc3ccccc3[nH]2)c2ccccc2)c1	?	?	?	-7%	-6%	-12	-2%	-25%	-2	1%	9%
COc1ccc(Cc2nc3ccc(C(=O)N(C)CC4COCCO4)cc3o2)cc1 (stereo not drawn)	4%	4%	-13%	5%	1%	-7	-1%	1%	-13	-2%	-1%
O=C(COc1ccc2ccccc2c1)NCC(=O)N/N=C/c1ccco1	?	0%	-5%	5%	-24%	-1	0%	-1%	1	0%	3%
CC(C)(C)C(=O)NC1=NN(c2c(Cl)cc(Cl)cc2Cl)C(=O)C1	3%	-16%	-3%	2%	3%	7	-2%	8%	4	1%	16%
COc1cc(/C=N/Nc2nncc3ccccc23)cc(OC)c1OC	?	?	?	-5%	8%	-4	1%	4%	-14	1%	.
COc1ccc(NC(=O)C2CC(=O)N(C(C)C)C2)cc1 (stereo not drawn)	0%	0%	2%	0%	3%	-1	-4%	0%	-9	1%	-4%
CCOc1ccccc1N1CCN(S(=O)(=O)c2ccc(Cl)s2)CC1	9%	4%	22%	-3%	-5%	-14	1%	14%	-14	-1%	-4%
O=C(NCCC1=CCCCC1)C(=O)NCc1ccccc1Cl	-14%	0%	14%	1%	0%	-7	1%	3%	-3	-2%	-1%
O=C(NCCc1ccc(Cl)cc1)C1CCCN1C(=O)Nc1ccc(F)cc1 (stereo not drawn)	?	-4%	7%	-2%	-3%	14	5%	-1%	11	-1%	0%[11.5 µM]
Clc1ccccc1Cn1nc(-c2ccccc2)nc1-c1ccccc1	?	.	4%	-9%	-10%	10	0%	5%	14	3%	2%
CC(C)Oc1ccc(/C=N/NC(=O)c2nnn(-c3nonc3N)c2CN(C)C2CCCCC2)cc1	-1%	-5%	9%	-2%	15%	5	1%	1%	-14	1%	.
CC(=O)Oc1ccc(N2C(=O)C3C(C2=O)C2(C)C=CC3(C)O2)cc1 (stereo not drawn)	?	-16%	11%	.	3%	-21	-1%	-8%	.	-2%	24%
O=C(COc1ncnc2ccccc12)NC1CCCC1	-2%	.	.	-6%	11%	.	.	.	2	5%	.
CNS(=O)(=O)c1cc(N)ccc1C	-9%	12%	-1%	1%	-10%	1	13%	0%	-11	-3%	6%
CN(C)S(=O)(=O)NC(=O)C1=C(N2CCCC2)COC1=O	1%	.	.	3%	25%	-1	.	.	-3	1%	.
CCCN(CC(=O)Nc1ccccc1C)C(=O)CCCNC(=O)c1ccc(Cl)cc1	?	.	.	3%	1%	-5	.	5%	-24	0%	.
CCOC(=O)c1ccc(NC(=O)c2ccc(CO)c(C(=O)NC3CCN(C(=O)OCC)CC3)c2)cc1	?	-27%	-2%	0%	26%	-6	0%	-1%	-1	1%	-1%
CCOC(=O)CSc1nc2ccccc2c(=O)n1-c1ccc(C)cn1	8%	-10%	-19%	2%	2%	-2	-2%	6%	4	-1%	-7%
Cc1ccc(CNC(=O)c2cc3c(C)nc4ccccc4c3o2)cc1	?	1%	0%	-8%	-1%	-24	-2%	11%	2	2%	9%
Cc1cc(N2CCN(C(c3ccccc3)c3ccc(Cl)cc3)CC2)n2ncnc2n1 (stereo not drawn)	0%	15%	-4%	?	-1%	-4	.	1%	9	4%	-2%
COc1cc2c(cc1OC)CN(Cc1cc(OC)c(O)c(OC)c1)CC2	2%	1%	-14%	4%	-6%	-8	-2%	-5%	-1	2%	-9%
COC(=O)c1cc2c(N)c(C(=O)c3ccccc3)sc2nc1C(OC)OC	?	?	.	-4%	-8%	-1	0%	7%	11	0%	2%
O=C(CSc1nnc(-c2ccc(Br)cc2)o1)N1CCN(C(=O)c2ccco2)CC1	3%	-11%	-2%	-4%	8%	-10	6%	-1%	24	-1%	0%
O=C(Nc1nc(-c2ccc(F)cc2)cs1)c1cccnc1	12%	-7%	-15%	-5%	7%	-23	0%	-6%	0	0%	-2%
COc1ccc(CNC(=O)C2CCN(C(=O)c3csc(Nc4ccc(C)cc4)n3)CC2)cc1	?	0%	0%	-3%	1%	-1	-2%	-3%	-4	-3%	.
O=S(=O)(NCCSc1ccccn1)c1ccc(Cl)cc1	0%	-24%	2%	-1%	1%	-1	.	1%	-19	8%	17%
COc1ccc(NC(=O)C2CCCO2)c(OC)c1 (stereo not drawn)	1%	-4%	-3%	7%	9%	-7	-2%	0%	4	0%	-3%
CCCCCCCNC(=O)C1CC(=O)N(C)C(=Nc2ccc(OC)cc2)S1 (stereo not drawn)	-12%	0%	-1%	-11%	-13%	11	2%	29%	-13	0%	-14%
C#CC[N+](CC)(CC)CC#Cc1ccccc1	-5%	-11%	.	6%	5%	4	1%	-2%	-8	1%	-5%

Given in markdown: 7 of the compounds above.
| Compound | Chronic BCR inh | MBNL1-CUG inh | Menin-MLL TR inh | S-ASM inh | Eya2 inh | TSHR antagonist | GALK inhibitor | Mito fusion act | hERG WT inh | USP2a block | PKM2 activator |
| --- | --- | --- | --- | --- | --- | --- | --- | --- | --- | --- | --- |
| CC(C)(C)C(=O)Nc1ccccc1C(=O)Nc1ccccn1 | 8% | -9% | 1% | -1% | -5% | 1 | 0% | 5% | 4 | 1% | -6% |
| COc1ccc(/C=C2\SC(=O)N(CC(=O)Nc3ccc(O)cc3)C2=O)cc1OC | -4% | ? | 7% | 72%[activator] | -34% | 5 | . | -7% | -4 | -2% | . |
| O=C(NCCNS(=O)(=O)c1cccc(C(F)(F)F)c1)c1cc(OCC(F)(F)F)ccc1OCC(F)(F)F | -3% | -9% | -12% | -3% | -1% | -10 | -1% | 3% | -20 | 4% | -6% |
| CCn1c(CNc2ccc(Cl)cc2)nnc1SCCN1CCCCC1 | 24% | 4% | 10% | 2% | 0% | 0 | -1% | -1% | 15 | 0% | 0% |
| CC(C)OCCCNC(=O)c1cn(C)c2ccc(S(=O)(=O)N(C)C3CCCCC3)cc2c1=O | -1% | -5% | . | -2% | 0% | 1 | 2% | -3% | -2 | 2% | . |
| CCOC(=O)c1oc2cc(O)c(CC)cc2c(=O)c1-c1cscn1 | -10% | 9% | 1% | -1% | 2% | -7 | 1% | -4% | 4 | 3% | -6% |
| CCCCOCC1CN(c2ccccc2)C(=O)CS1 (stereo not drawn) | 1% | 2% | -14% | 0% | 7% | 18 | -2% | -3% | 1 | -1% | 0% |
